# BAZ2B inh: inhibitors of human BAZ2B bromodomain. actives 4.4% (n = 360,000). AlphaScreen BAZ2B-H3K14Ac peptide displacement. Potency, µM (top dose mostly 114 µM), for inactives: at the highest dose activity change, negative = inhibition, actives largely listed as inhibitors. Q9UIF8; note: potency is the fitted concentration of half-maximal effect; % is set by controls: 0 for no effect and ±100 for the full control effect; nearly all actives have a fitted effect of over 60% in size
#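 BAZ2B (50 nM) with biotin-H3(5-23)K14Ac peptide (50 nM) in PBS pH 7.4, 0.01% Tween-20, preformed 30 min, then compound 30 min at room temperature; top concentration 110uM. AlphaScreen streptavidin donor/nickel chelate acceptor beads (10 ug/mL final), 20 min dark, signal read.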
# ERG Ets-DNA blk: ERG Ets/DNA interaction inhibition; Potency, µM (series often up to 76.9 µM), inactives show at the highest dose FP activity, negative = inhibition, hits mostly inhibitors; actives 0.028% (n = 370,000); fluorescence polarization, His-ERG Ets domain / labelled DNA; P11308; active = well fitted inhibition curve with a large enough effect in the polarisation, with a control signal flat; inconclusive = small, poorly fitted or top-dose-only effect, or effect the other way, or a change in a side signal; inactive = no such curve, though single readings can be large or run the other way; the % refers to the polarisation;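 note: polarization taken with two DNA probes labelled with fluorescein and Texas red; potency is the fitted concentration of half-maximal effect; % of control where 0% means no effect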
#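 His-tagged ERG Ets domain (1 uM in the protein solution; 300mM KCl, 50mM Tris-HCl, 1mM EDTA, 1mM DTT, pH 7.5) received compound, then a probe mix of 5 nM fluorescein-DNA and 100nM Texas-615-DNA. Fluorescence polarization was read for both dyes.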
# G9a block: inhibitors of human histone lysine methyltransferase G9a. Q96KQ7. G9a H3K9 monomethylation, AlphaScreen, 2 h. Potency, µM (series often up to 102 µM), inactives show at the top dose activity, negative = inhibition, most hits filed as inhibitors. actives 8.8% (n = 350,000). AID 504332; note: potency is the fitted concentration of half-maximal effect; % is set by controls: 0 for no effect and ±100 for the full control effect; nearly all actives have a fitted effect of over 75% in size
# Target sequence (Q96KQ7 913-1193 limits assumed): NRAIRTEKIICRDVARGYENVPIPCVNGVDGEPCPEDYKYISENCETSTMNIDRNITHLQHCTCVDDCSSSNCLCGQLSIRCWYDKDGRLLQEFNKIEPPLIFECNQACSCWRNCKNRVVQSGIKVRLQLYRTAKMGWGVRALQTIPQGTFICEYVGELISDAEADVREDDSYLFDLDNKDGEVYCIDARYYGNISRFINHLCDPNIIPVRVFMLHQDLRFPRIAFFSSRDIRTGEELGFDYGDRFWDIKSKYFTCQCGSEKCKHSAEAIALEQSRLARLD
#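 Compounds were preincubated with 20 nM G9a for 15 min, after which biotinylated H3K9 peptide (500 nM) and SAM (20 uM) started a 2 h room-temperature reaction. Monomethylated product was quantified by antibody-based AlphaScreen chemiluminescence.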
# PI4K2A inh: blocks human PI4K2A kinase activity; purified PI4K2A, ADP-Glo luminescence, 1 h; active compounds read low; activity change, negative = inhibition, % at 76.9 µM; actives 0.13% (n = 420,000); AID 1346378; in the data active = activity change below about -50%; inconclusive = mostly about -30% to -49%;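 note: -100% = wells without enzyme as full effect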
#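 PI4K2A activity was measured by ADP-Glo luminescence: enzyme (4 ug/mL stock) and phosphatidylinositol (1.2 mM stock) in Tris pH 7.5/MgCl2/EGTA/Triton X-100 buffer were reacted with ATP (300 microM stock) for one hour at ambient temperature.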
# JMJD2A Tudor inh: blocks the human JMJD2A Tudor domain | O75164 | AlphaScreen JMJD2A-Tudor / H3K4me3 peptide binding | Potency, µM (titrated, usually from 114 µM), for inactives: top-dose activity change, negative = inhibition, hits mostly inhibitors | actives 4.4% (n = 390,000) | AID 504339; note: potency is the fitted concentration of half-maximal effect; % is set by controls: 0 for no effect and ±100 for the full control effect; nearly all actives have a fitted effect of over 50% in size
# HP1b binding inh: HP1-beta chromodomain-methylated histone interaction inhibition; P83916; AlphaScreen HP1-beta / biotin-H3K9me3 peptide binding; Potency, µM (doses to about 114 µM), for the others: top-dose activity change, negative = inhibition, usual class: inhibitors; actives 0.56% (n = 390,000); AID 540317; note: potency is the fitted concentration of half-maximal effect; nearly all actives have a fitted effect of over 70% in size; inactives centre near 23
#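 AlphaScreen: HP1-beta (50 nM) preformed 30 min with biotin-H3(1-18)K9me3 peptide (50 nM) in PBS pH 7.4, 0.01% Tween-20. Compound added for 30 min at RT, then streptavidin donor/nickel chelate acceptor beads (10 ug/mL) for 30 min.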
# RGS4 inh: inhibitors of human regulator of G protein signaling 4 | P49798 | Transcreener GDP fluorescence polarization, RGS4-accelerated GTP hydrolysis | Potency, µM (highest dose often 114 µM), for inactives: top-dose activity change, negative = inhibition, hits mostly inhibitors | actives 0.039% (n = 390,000) | AID 504845; note: potency is the fitted concentration of half-maximal effect; % is set by controls: 0 for no effect and ±100 for the full control effect; nearly all actives have a fitted effect of over 75% in size; some results filed as inactive show a strong effect at the top dose
#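 MLSMR compounds (23 nl, pin-transferred) preincubated 10 min at room temperature with a 500nM (2x) first reagent, then RGS4 at 900nM (2x) plus Transcreener GDP mix added; fluorescence polarization (620/688 nm) read before and after 90 min at 30 °C.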
# ALOX12 inh: inhibitors of human 12S-lipoxygenase ALOX12. purified 12hLO, xylenol orange hydroperoxide absorbance. P18054. Potency, µM (titrated, usually from 108 µM), inactives show at the highest dose activity change, negative = inhibition, most hits filed as inhibitors. actives 1.1% (n = 580,000). AID 1671190; note: potency is the fitted concentration of half-maximal effect; % is set by controls: 0 for no effect and ±100 for the full control effect
# Target sequence (P18054 whole entry, looked up): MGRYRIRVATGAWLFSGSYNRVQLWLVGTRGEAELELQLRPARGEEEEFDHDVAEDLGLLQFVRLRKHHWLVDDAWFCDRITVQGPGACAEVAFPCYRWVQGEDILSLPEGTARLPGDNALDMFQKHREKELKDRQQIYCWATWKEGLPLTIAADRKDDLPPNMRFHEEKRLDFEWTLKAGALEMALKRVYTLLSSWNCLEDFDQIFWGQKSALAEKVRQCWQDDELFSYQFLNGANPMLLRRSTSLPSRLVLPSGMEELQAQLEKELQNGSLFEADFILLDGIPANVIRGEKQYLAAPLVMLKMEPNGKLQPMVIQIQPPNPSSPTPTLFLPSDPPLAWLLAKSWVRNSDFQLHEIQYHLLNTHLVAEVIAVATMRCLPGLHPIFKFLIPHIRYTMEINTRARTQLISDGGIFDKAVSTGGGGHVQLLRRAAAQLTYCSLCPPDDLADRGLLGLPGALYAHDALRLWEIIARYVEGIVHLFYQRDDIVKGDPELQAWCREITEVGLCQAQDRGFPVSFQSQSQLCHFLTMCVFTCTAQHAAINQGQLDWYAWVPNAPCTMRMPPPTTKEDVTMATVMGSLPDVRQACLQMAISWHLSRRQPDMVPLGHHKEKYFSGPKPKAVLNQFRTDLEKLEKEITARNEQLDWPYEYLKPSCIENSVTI
#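 Purified human 12hLO (150 nM final) in 25 mM Hepes, 0.01% Triton X-100, pH 7.0 was preincubated 15 min at room temperature with compound. Then 40 uM arachidonic acid was added, 30 min. Hydroperoxide was read by Fe-XO absorbance ratio 573/405 nm.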
# GLS inhibitor: inhibitors of human glutaminase (GLS); O94925; GLS enzymatic activity, qHTS titration; Potency, µM (series often up to 45.5 µM), for the others: at the highest dose activity change, negative = inhibition, most hits filed as inhibitors; actives 0.21% (n = 410,000); AID 624170; note: potency is the fitted concentration of half-maximal effect; % is set by controls: 0 for no effect and ±100 for the full control effect
#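 Compounds were pin-transferred onto hKGA, after which L-glutamine (1 mM solution) and a detection mix of glutamate oxidase, HRP and Amplex Red were added. Initial and 30 min RT fluorescence reads were collected.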
# * = called active by the depositor; ? = inconclusive; · = not tested or not shown; [ ] = dose if it differs, or a comment. Unless noted, calls come from the whole dose curve; as a rule, active = well fitted curve in the direction sought with a large enough effect; inconclusive = small, poorly fitted or top-dose-only effect, or another doubt; inactive = no such curve, though single readings can be large; an effect the other way counts as inactive or inconclusive. Some of the compounds tested; rates above refer to the full screens.
SMILES,BAZ2B inh,ERG Ets-DNA blk,G9a block,PI4K2A inh,JMJD2A Tudor inh,HP1b binding inh,RGS4 inh,ALOX12 inh,GLS inhibitor
COc1ccc([N+](=O)[O-])cc1NC(=O)CSc1nccc(C)n1,-3.5%,-8.6%,?,-5.2,-8.3%,24.7%,?,-20.9%,-1.4%
C/C=C/c1ccc(Oc2nnnn2-c2ccc(C(=O)O)cc2)c(OC)c1,-6.4%,-8.2%,?,-0.3,0.7%,42.2%,10.4%,0.0%,4.1%
Cc1ccc(C(=O)OCC(=O)NNC(=O)c2cccs2)c(O)c1,9.8%,-2.3%,0.2%,-1.3,-15.1%,6.6%,-1.8%,-6.5%,36.8%[activator]
COc1cc(NC(=O)c2cc3cc4ccc(C)cc4nc3o2)cc(OC)c1OC,·,3.6%,-8.9%[59 µM],-8.6,-22.3%,15.2%,-30.2%,-23.8%,7.7%
CC12CN3CCN(CC(C3)C1(O)CN1CCOCC1)C2 (stereo not drawn),·,-5.8%,4.4%[59 µM],11.6,0.3%,14.1%,30.4%,93.6%[activator],-9.7%
Oc1ccccc1C1N=C(c2ccccc2)NC(c2ccccc2)=N1,-10.6%,-4.2%,?,10.0,-9.5%,6.2%,-5.1%,0.0%,11.5%
CC1CN(Cc2ccco2)C(=S)N(c2ccccc2)C1=O (stereo not drawn),·,-9.3%,·,1.3,-16.7%,4.1%,13.3%,-22.0%,4.9%
N#Cc1ccc(OCC(=O)Nc2cc(S(=O)(=O)N3CCOCC3)ccc2N2CCCC2)cc1,·,0.8%,·,0.3,-8.1%,34.2%,5.1%,24.4%,18.8%
CCOC(=O)c1ccc(Oc2nc(N(C)C)nc(N(C)C)n2)cc1,10.7%,-1.2%,1.2%[59 µM],5.1,17.4%,65.0%[activator],0.3%,-24.0%,3.3%
CCOc1ccccc1CNC(=O)c1oc2c(c1C)-c1[nH]ncc1CC2,-28.9%,-0.1%,?,-0.3,-20.9%,66.8%[activator],-11.6%,-23.0%,4.0%
CC1(C)CC(Nc2ccc(Nc3ccccc3)cc2)CC(C)(C)N1,35.5µM*,0.7%,?,-6.3,44.7µM*,?,?,?,5.0%
Cn1c(CN2CCOCC2)nnc1SCC(=O)Nc1cc(Cl)ccc1Cl,-19.4%,-4.7%,3.6%,-5.2,-4.1%,-6.6%,-14.0%,0.2%,1.4%
O=C(NN=CC=Cc1ccccc1)C(O)C(O)C(=O)NN=CC=Cc1ccccc1 (stereo not drawn),·,-6.4%,·,-0.7,?,9.0%,27.5%,-0.9%,4.4%
CN(CCCC(=O)Nc1ccc(OC(F)F)cc1)S(=O)(=O)c1ccc(F)cc1,-6.8%,-2.1%,44.7µM*,-0.1,0.7%,21.9%,-28.1%,4.0%,-12.0%
CCN(CC)c1ccc(NC(=O)Cn2nc3c(cc2=O)CCCC3)c(C)c1,-1.4%,-0.5%,11.2µM*,-0.1,-23.9%,9.2%[57 µM],-25.4%,?,7.5%
C[C@H]1CN=C(Nc2ccccc2)N1CCC1CCCC1,-1.9%,5.7%,·,-2.8,-11.9%,25.7%,3.4%,21.3%,-1.5%
Cc1ccccc1OCC(=O)Nc1ccccc1C(=O)OCc1cc(=O)n2ccsc2n1,-8.8%,3.7%,3.0%[59 µM],-1.5,-4.6%,19.8%,24.8%,-2.3%,-10.0%
CCc1noc(C)c1C(=O)N1CCCC(C(=O)c2cc(F)ccc2OC)C1 (stereo not drawn),-0.6%,-5.9%,-2.0%,-2.9,-8.3%,44.3%[activator],18.6%,2.8%,2.1%
COCCC1CCCCN1C(=O)c1cc(COc2ccc(-n3cncn3)cc2)on1 (stereo not drawn),-14.1%,2.2%,-7.5%,-4.5,-12.9%,37.0%[activator],3.7%,4.6%,3.9%
Cc1ccc(S(=O)(=O)NC(=NC(Cc2ccccc2)C(=O)O)c2ccccc2)cc1 (stereo not drawn),-2.3%,-2.3%,?,-2.6,2.8%,32.2%[activator],-8.0%,-2.6%,-6.6%
COc1ccc(C2=NS(=O)(=O)N(C)C(C(=O)NCc3ccccn3)=C2)cc1OC,8.7%,-6.0%,32.4%[activator],-2.7,-11.3%,73.1%[activator],-20.6%,288.3%[activator],-2.0%
O=C(Nc1ccc(F)cc1F)c1ccc2c(O)c(S(=O)(=O)c3ccc(Cl)cc3)c(=O)[nH]c2c1,?,-2.2%,-34.3%[59 µM],-1.0,-33.3%,28.2%,33.6%,?,26.6%
O=C(OCN1C(=O)C(=O)c2ccccc21)c1ccc(Cl)cc1,12.6%,-2.4%,·,2.9,-7.2%,27.6%,-40.8%,-21.2%,7.9%
O=C(COc1ccccc1)Nc1nc2cc3c(cc2s1)OCO3,·,0.1%,·,-5.4,-15.2%,1.6%,-27.1%,375.0%[activator],2.7%
COCCN=c1scc(-c2ccco2)n1/N=C/c1ccc(O)c(O)c1O,7.94µM*,12.8%,10µM*,-10.8,31.6µM*,7.94µM*,?,?,0.0%
CC(C)(CNS(=O)(=O)c1cccs1)N1CCOCC1,·,3.9%,·,2.4,8.3%,18.8%[57 µM],2.5%,-6.7%,-2.9%
Cc1ccc(NC(=O)CCC(=O)N2Cc3ccccc3Oc3ncccc32)cc1Cl,-7.4%[57.1 µM],-4.2%,-17.5%[59 µM],0.9,-23.9%,4.6%,-6.2%,-27.2%,-3.5%
CC(C)NC(=O)c1cnc(N2CCN(c3ccccn3)CC2)c2ccccc12,-22.5%,-9.2%,-15.5%[59 µM],4.8,-1.7%,14.5%,0.1%,0.0%,-1.8%
Cc1cc(Cl)ccc1Nc1ncnc2onc(C)c12,13.9%[57.1 µM],-0.4%,3.1%[59 µM],-2.4,4.2%,30.4%,-9.6%,2.0%,-8.2%
CCC(C(=O)N1CCN(c2ncccn2)CC1)c1ccccc1 (stereo not drawn),-18.3%,1.6%,8.3%,-3.8,-3.7%[11.4 µM],-7.4%,-0.4%[11.4 µM],-18.9%,39.7%[activator]
CCOc1ccc(C(=O)c2oc3ccccc3c2NC(=O)Cc2coc3cc(C)cc(C)c23)cc1,-7.5%,2.7%,-24.2%[59 µM],0.9,0.0%,17.9%,21.5%,-21.8%,-0.6%
CCOC(=O)NC(=O)C(=CNNc1ncc(C(F)(F)F)cc1Cl)C(=O)NC(=O)OCC,-1.3%,-1.2%,7.5%,7.0,-0.7%,19.9%,-2.2%,8.5%,3.6%
Cc1cccc(-c2nc3c4ccccc4nc(NCc4ccccc4Cl)n3n2)c1,?,1.5%,55.0%[activator][59 µM],0.8,2.9%,75.6%[activator],-17.0%,-5.3%,-6.7%
CCCN1CCC(=NNC(=O)c2ccc(Br)o2)CC1,-1.9%[57.1 µM],·,-6.1%,-1.4,-22.5%,22.3%,9.5%,14.8%,-1.7%
CC1=NN(c2ccccc2)C(=O)/C1=C\c1cc(C)n(C)c1C,?,-0.5%,?,4.5,-23.8%,-16.9%,7.8%,0.3%,6.1%
COc1cccc(-n2c(SCC(=O)NCC3CCCO3)nc3c([nH]c4ccccc43)c2=O)c1 (stereo not drawn),-16.3%,3.2%,2.5%,2.9,-14.7%,20.9%,-12.7%,-1.1%,-14.6%
O=C1OC(CCl)CN1Cc1ccc([N+](=O)[O-])cc1 (stereo not drawn),·,4.3%,·,-7.2,-13.5%,-10.4%,28.0%,249.1%[activator],3.7%
CC(OC(=O)c1cc2sccc2n1C)C(=O)NCc1ccc2c(c1)OCO2 (stereo not drawn),1.1%,·,6.3%,-2.5,-9.0%,24.9%,-6.0%,-26.3%,1.3%
COc1cc(Cn2c(-c3ccc(O)c(OC)c3)nc3ccccc32)ccc1O,?,-11.3%,·,1.9,-24.5%,13.1%,32.0%,-13.7%,29.5%
CN1CCN(C(=O)c2cc3nc(-c4ccccc4)cc(C(F)(F)F)n3n2)CC1,-22.2%,-1.3%,3.1%[59 µM],-6.5,-11.7%,14.4%,-3.1%,-0.4%,6.7%

# Structures listed so far printed as active in HP1b binding inh.
SMILES,BAZ2B inh,ERG Ets-DNA blk,G9a block,PI4K2A inh,JMJD2A Tudor inh,HP1b binding inh,RGS4 inh,ALOX12 inh,GLS inhibitor
COCCN=c1scc(-c2ccco2)n1/N=C/c1ccc(O)c(O)c1O,7.94µM*,12.8%,10µM*,-10.8,31.6µM*,7.94µM*,?,?,0.0%

# Later entries
SMILES,BAZ2B inh,ERG Ets-DNA blk,G9a block,PI4K2A inh,JMJD2A Tudor inh,HP1b binding inh,RGS4 inh,ALOX12 inh,GLS inhibitor
CCCc1nc2ccccc2c2nc(N)nn12,3.3%,10.9%,-38.1%,0.6,-20.2%,12.0%,1.3%,-21.5%,0.2%
CCCCC[C@H]1CN(Cc2ccc(OC)cc2)C(=O)[C@@H]1CC(=O)NCc1ccccc1,-1.5%,-3.9%,?,1.6,-12.1%,33.7%,3.6%,-24.3%,-1.0%
O=C1C2CC=CCC2C(=O)N1c1n[nH]c(CCc2ccccc2)n1 (stereo not drawn),1.1%,-1.5%,-3.1%[2.33 µM],-0.1,-5.8%,27.1%,-8.2%,17.1%,0.9%
CSc1cccc(N2C(=O)N(CC(=O)NCc3ccccc3Cl)c3ccccc3S2(=O)=O)c1,-3.3%,0.4%,0.1%[59 µM],-11.7,-7.3%,20.5%,17.1%,0.0%,-9.4%
